Screening results: PubChem BioAssay, National Center for Advancing Translational Sciences (NCATS)
Sm TGR block = inhibitors of Schistosoma mansoni thioredoxin glutathione reductase; purified TGR, DTNB reduction, TNB absorbance 405 nm; Potency, µM (top dose mostly 114 µM), for the others: at the highest dose activity change, negative = inhibition, most hits filed as inhibitors; actives 3% (n = 360,000); also: nearly all actives have a fitted effect of over 60% in size
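Kinetic colorimetric format: TGR-catalysed, NADPH-driven DTNB reduction monitored via TNB absorbance. Enzyme dispensed at 20 nM; compound exposure 15 min at room temperature before reaction start.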
Tb PYK inh = T. brucei pyruvate kinase inhibition; AID 624173; actives 0.12% (n = 410,000); Potency, µM (top dose mostly 76.8 µM), without a hit: at the highest dose activity, negative = inhibition, usual class: inhibitors; Q57TT1; TbPYK enzyme, Kinase-Glo Plus ATP luminescence, 45 min; also: nearly all actives have a fitted effect of over 50% in size
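Activity of T. brucei pyruvate kinase was followed by Kinase-Glo Plus luminescence after the enzyme reacted 45 min at room temperature with 130 uM ADP (final) and substrate. Test compounds were added before ADP at multiple concentrations.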
LmPK inhibitor = LmPK (Leishmania mexicana) enzyme inhibition; Q27686; purified LmPK, Kinase-Glo ATP luminescence, 1 h; Potency, µM (series often up to 57.5 µM), for inactives: at the highest dose activity change, negative = inhibition, most hits filed as inhibitors; actives 0.37% (n = 290,000); AID 1721
Target sequence (Q27686 whole entry, looked up): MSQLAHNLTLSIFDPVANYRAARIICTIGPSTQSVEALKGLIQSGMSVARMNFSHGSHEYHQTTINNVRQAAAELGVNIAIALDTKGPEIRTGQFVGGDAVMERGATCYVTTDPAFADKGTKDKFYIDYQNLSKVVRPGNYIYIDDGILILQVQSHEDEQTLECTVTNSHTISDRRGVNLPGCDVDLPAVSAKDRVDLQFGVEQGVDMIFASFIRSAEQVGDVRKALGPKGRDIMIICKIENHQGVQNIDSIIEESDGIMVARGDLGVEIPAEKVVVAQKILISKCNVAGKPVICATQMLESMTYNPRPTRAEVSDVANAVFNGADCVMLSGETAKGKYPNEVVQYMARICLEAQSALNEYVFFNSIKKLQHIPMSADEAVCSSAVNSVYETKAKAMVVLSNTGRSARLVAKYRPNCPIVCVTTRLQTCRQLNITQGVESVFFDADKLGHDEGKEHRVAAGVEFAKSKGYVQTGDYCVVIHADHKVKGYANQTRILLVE
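ATP generated from ADP (0.1 mM) and PEP (0.5 mM) by 0.1 nM LmPK over 1 h at room temperature (pH 7.2 imidazole buffer) was detected by coupled luciferase luminescence. Values were normalized to uninhibited and no-enzyme wells.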
Pf growth 96h = inhibits malaria parasite growth, 96 h. P. falciparum luciferase reporter growth, 96 h. Potency, µM (highest dose often 28.7 µM), for inactives: at the highest dose activity change, negative = inhibition, usual class: inhibitors. actives 6.9% (n = 320,000). AID 504834
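Plates of compound plus infected erythrocytes (2% hematocrit, 0.05% parasitemia final) incubate 96 hours, 37 C, 5% CO2. Detection reagent added; reduced luminescence from the parasites' luciferase reporter flags inhibition.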
Pf growth 48h = inhibits P. falciparum growth in the first generation, 48 h | Potency, µM (highest dose often 28.7 µM), without a hit: at the top dose activity change, negative = inhibition, usual class: inhibitors | AID 504832 | actives 5.9% (n = 310,000) | P. falciparum luciferase growth in erythrocytes, 48 h
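Compounds are pin-transferred into medium, infected erythrocytes (2% hematocrit, 0.1% parasitemia final) are added, and plates sit one parasite generation at 37 C in 5% CO2. Detection reagent is then added and luminescence measured.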
HCV inh = inhibitors of hepatitis C virus infection; Huh7.5.1 HCVcc-Cre infection, luciferase reporter, 44 h; Potency, µM (series often up to 41.8 µM), inactives show at the highest dose activity change, negative = inhibition, actives largely listed as inhibitors; actives 3.4% (n = 340,000)
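Compounds are dispensed onto cells plated 4 h earlier at 1,000 per well, with HCVcc-Cre virus (about 0.5 moi) added next. Following 44 h of culture, luminescent signal is measured for 15 sec after 15 min with substrate at room temperature.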
* marks the source's active call; other numbers are inactive results; ? = inconclusive; . = not tested or not shown; & = joins results of further samples; [ ] = dose if it differs, or a comment. Calls follow the shape of the dose curve; as a rule, active = well fitted curve in the direction sought with a large enough effect; inconclusive = small, poorly fitted or top-dose-only effect, or another doubt; inactive = no such curve, though single readings can be large; an effect the other way counts as inactive or inconclusive. % is scaled to controls: 0 for no effect and ±100 for the full control effect; potency is read from the fitted curve at half-maximal effect.

SMILES	Sm TGR block	Tb PYK inh	LmPK inhibitor	Pf growth 96h	Pf growth 48h	HCV inh
COc1ccc2c(c1OC)CN1CCc3cc4c(cc3C1C2)OCO4 (centres undefined)	-3.6%	2.4%	-0.8%	?	?	-27.5%
CCN(CC(=O)Nc1ccccc1OC)C(=O)c1ccc(NC(=O)c2cccs2)cc1	-0.4%	-10.0%	.	?	7.38µM*	?
CC(C)(C)c1cc(CN(CCO)CCO)cc(C(C)(C)C)c1O	?	-22.5%	-1.9%	.	12.7%	-3.5%
C=CCSC1=Nc2cc(OC)c(OC)cc2C2=NC(=O)CN12	32.2%	7.8%	-2.4%	?	-22.0%	?
Cn1cnnc1SCC(=O)N1c2ccccc2-c2c(ssc2=S)C1(C)C	0.0%	.	-1.7%	.	6.7%	.
CCOC(=O)C1CCN(C(=O)CCCCn2c(=O)[nH]c3ccccc3c2=O)CC1	-7.9%	-21.4%	-3.0%	66.5%[activator]	-29.6%	-9.9%
Cc1cccnc1NC(=O)Cn1nc(-c2ccccc2)oc1=S	-1.8%	-7.1%	0.2%	68.3%[activator]	167.4%[activator]	2.2%
O=S(=O)(c1ccc2c(c1)OCCO2)N1CCC(n2nnc3cc(C(F)(F)F)ccc32)CC1	7.3%	3.4%	7.3%	20.5%	13.1µM*	?
O=C(COC(=O)c1ccc(Cl)cc1Cl)Nc1cccc(S(=O)(=O)NC2=NCCC2)c1	2.6%	0.3%	.	15.4%	1.9%	?
CCOC(=O)C1=C(C)NC(C)=C(C(=O)OCC)C1C(=O)OCC(=O)NC1(C#N)CCCCC1	-6.6%	-4.7%	.	?	?	?
FC(F)(F)C1=CC(c2ccc(Cl)cc2)=NCCN1	-1.1%	3.9%	6.5%	2.62µM*	?	-10.8%
CC(C)c1ccc(S(=O)(=O)/N=C2/C=C(Sc3ncn[nH]3)C(=O)c3ccccc32)cc1	0.282µM*	14.1µM*	?	?	1.31µM*	2.51µM*
COc1ccc(/C=C/C(=O)c2ccc[nH]2)cc1OC	9.4%	3.6%	0.3%	17.9%	.	-4.8%
Cc1ccnc(NS(=O)(=O)c2ccc(NC(=O)c3cncc(Br)c3)cc2)n1	-15.7%	2.9%	-2.2%	?	-9.3%	20.4%
CCC(C)(C)c1ccc(OC(=O)c2cccnc2Cl)cc1	2.3%	3.1%	-0.9%	27.3%	?	5.8%

Reprinted from the part before: 5 entries, then new ones.
SMILES	Sm TGR block	Tb PYK inh	LmPK inhibitor	Pf growth 96h	Pf growth 48h	HCV inh
FC(F)(F)C1=CC(c2ccc(Cl)cc2)=NCCN1	-1.1%	3.9%	6.5%	2.62µM*	?	-10.8%
CC(C)c1ccc(S(=O)(=O)/N=C2/C=C(Sc3ncn[nH]3)C(=O)c3ccccc32)cc1	0.282µM*	14.1µM*	?	?	1.31µM*	2.51µM*
COc1ccc(/C=C/C(=O)c2ccc[nH]2)cc1OC	9.4%	3.6%	0.3%	17.9%	.	-4.8%
Cc1ccnc(NS(=O)(=O)c2ccc(NC(=O)c3cncc(Br)c3)cc2)n1	-15.7%	2.9%	-2.2%	?	-9.3%	20.4%
CCC(C)(C)c1ccc(OC(=O)c2cccnc2Cl)cc1	2.3%	3.1%	-0.9%	27.3%	?	5.8%
O=C(COC(=O)[C@@H]1CC(O)CN1S(=O)(=O)c1ccc([N+](=O)[O-])cc1)NC12CC3CC(CC(C3)C1)C2 (some centres undefined)	0.7%	-1.7%	-1.2%	-6.3%	21.6%	-4.7%
CCOCCCNC(=O)C(NC(=O)CNC(=O)c1ccccc1)c1ccc(C)cc1 (centres undefined)	-0.3%	-2.5%	4.6%	9.28µM*	8.4%	-1.1%
COC(=O)CSc1nc2cc(OC)ccc2n1C	25.4%	-1.1%	-4.5%	4.8%	-11.7%	18.8%
CN(C)CC#CCCCCCCC#CCN(C)C	0.0%	.	-6.3%	-22.7%	.	.
CC1CCN(c2ccc(C(=O)Nc3ccc4c(c3)OCO4)cc2[N+](=O)[O-])CC1	1.3%	3.1%	3.9%	?	?	4.47µM*
O=C(CSc1nnc(NC(=O)C2CC2)s1)NCc1ccc(F)cc1	-23.1%	-10.7%	-10.2%	3.7%	23.3%	.
O=C(Nc1ccccc1)Nc1cccc(NC(=O)Nc2ccccc2)c1F	0.0%	4.4%	0.7%	70.3%[activator]	75.2%[activator]	1.0%
O=C(NC1CCN(C(=O)N2CCOCC2)CC1)c1ccccc1	7.1%	-6.7%	-9.5%	.	-5.9%	10.2%
O=C(NCCO)c1nc(C(=O)c2ccccc2)c2ccccc2n1	4.2%	2.2%	.	36.1%[activator]	6.7%	11.4%
COc1ccc(Oc2ccc(N/C=C3\CCCC3=O)cc2)cc1	-10.9%	-6.9%	4.1%	?	?	?
COC(=O)c1cc(NC(=O)CC2Oc3ccccc3NC2=O)cc(C(=O)OC)c1 (centres undefined)	3.8%	-1.0%	9.8%	13.3%	10.4%	?
CCCCC(=O)NC1(C(F)(F)F)NC(=O)N(Cc2ccccc2)C1=O (centres undefined)	-8.9%	0.4%	-2.4%	?	6.1%	1.0%
Cc1ccc(OCC(=O)Nc2ccc(N3CCOCC3)cc2)c([N+](=O)[O-])n1	0.1%	2.7%	-13.9%	?	-11.0%	-24.4%
CCOc1ccc(NC(=O)CSc2nnc(-c3ccncc3)n2CC2CCCO2)cc1 (centres undefined)	-9.1%	3.0%	-0.6%	-3.9%	5.7%	14.2%
COc1ccccc1C(=O)Nc1ccc(C(=O)O)cc1	1.7%	-1.3%	-3.9%	.	-4.8%	-2.5%

Rewritten in markdown: entries from further up.
| structure | Sm TGR block | Tb PYK inh | LmPK inhibitor | Pf growth 96h | Pf growth 48h | HCV inh |
| --- | --- | --- | --- | --- | --- | --- |
| COc1ccc(Oc2ccc(N/C=C3\CCCC3=O)cc2)cc1 | -10.9% | -6.9% | 4.1% | ? | ? | ? |
| COC(=O)c1cc(NC(=O)CC2Oc3ccccc3NC2=O)cc(C(=O)OC)c1 (centres undefined) | 3.8% | -1.0% | 9.8% | 13.3% | 10.4% | ? |

Additional entries.
SMILES	Sm TGR block	Tb PYK inh	LmPK inhibitor	Pf growth 96h	Pf growth 48h	HCV inh
O=C(Cc1ccc(Br)cc1)NC1CCCCC1	?	2.4%	2.3%	69.1%[activator]	.	0.5%
CCC(CC)C(=O)NCCCCc1ccccc1	-0.6%	-11.2%	0.9%	0.0%	4.3%	-10.6%
CCNc1nc(NCC)nc(SCCOC(=O)Nc2ccc(Cl)cc2Cl)n1	25.9%	2.4%	7.5%	-11.4%	23.1%	-4.7%
COC(=O)CNC(=O)Cn1ccc2ccccc2c1=O	3.7%	-7.3%	-4.6%	280.5%[activator]	-22.1%	6.3%
O=C(CN1CCCCC1)N1N=C(c2cccs2)CC1c1cccs1 (centres undefined)	-2.1%	-7.4%	1.7%	?	-12.0%	-7.1%
CC(C)(C)NC(=O)C(c1ccc(O)cc1)N(C(=O)CCC(=O)Nc1nccs1)c1ccccc1F (centres undefined)	-1.1%	-7.5%	4.6%	44.8%[activator]	?	3.0%
C#CCNC(=O)C1=C[C@@H](C2CC2)[C@H](CCCO)[C@@H](OCC)O1	-28.8%	-0.5%	4.0%	-9.4%	-9.0%	17.7%
Cc1csc(NS(=O)(=O)c2cccc([N+](=O)[O-])c2)n1	8.0%	6.2%	4.0%	?	-0.9%	21.6%
N#C[C@]1(S(=O)(=O)c2ccccc2)C[C@@H]2ON=C(c3cccc(Br)c3)[C@@H]2C1	0.0%	-4.3%	-2.0%	?	-5.5%	?
COC(=O)[C@@H]1C(c2ccccc2)(c2ccccc2)[C@@]1(C)C(=O)OC	-0.8%	-2.4%	-0.9%	?	?	8.5%
COC(=O)c1ccc(Cn2cnc3ccccc3c2=O)cc1	13.2%	-2.5%	-0.8%	?	3.9%	1.9%
CCn1cc(C(=O)NCCN(C)CCc2ccccc2)c(=O)c2cc(S(=O)(=O)N(C)C)ccc21	-32.8%	-0.9%	0.8%	?	?	?
O=C(CN1C(=O)COc2ccccc21)NCc1ccccn1	?	-4.5%	-2.3%	13.0%	8.2%	4.2%
O=C(CN1C2=NCCN2c2ccccc21)c1ccc(Br)s1	-1.5%	-3.5%	-1.4%	?	-23.5%	?
O=C(O)c1ccccc1Nc1ccnc(C(F)(F)F)c1	4.0%	-16.7%	-0.7%	22.8%	17.9%[0.00184 µM]	10.0%
C/C(CC(=O)Nc1cc(C)ccn1)=N\NC(=O)C(=O)NC(C)C	14.1%	-2.6%	-3.1%	-0.9%	14.7%	14.0%
CC(=O)N1CCCc2ccccc21	-9.5%	-2.2%	0.5%	29.0%	.	13.6%
Cc1nc(Cl)c2c(n1)NC1=C(O2)C(=O)CCC1	-5.0%	-6.0%	-0.8%	2.2%	18.7%	10.4%
COC(=O)c1sc2ncccc2c1OCc1ccc(Cl)cc1Cl	10.2%	-6.6%	9.3%	106.1%[activator]	?	-19.7%
O=C(O)c1cccc(Nc2nc(Nc3ccccc3)nc(N3CCCC3)n2)c1	18.8%	4.0%	-5.8%	31.0%[activator]	3.0%	-1.6%
COc1ccccc1-n1c(-c2ccccc2)c[nH]c1=S	-1.1%	?	11.2µM*	?	356.0%[activator]	-8.9%
COc1cccc(Nc2ccc([N+](=O)[O-])c3nonc23)c1	?	-8.5%	0.5%	?	37.6%[activator]	8.4%
O=C(CSc1nnc(Cc2ccccc2)n1-c1cccc(Cl)c1)NNC(=O)Cc1ccccc1	-1.4%	-9.9%	-3.1%	?	7.4%	-9.6%
CCc1nc(N[C@H](C(=O)O)C(C)C)c2oc3ccccc3c2n1	-1.0%	-2.8%	-0.4%	74.1%[activator]	72.2%[activator]	14.3%
Cc1ccc(S(=O)(=O)n2nc(C)c(C#N)c2N)cc1	8.2%	-19.0%	-2.1%	4.6%	17.6%	-4.8%
COc1ccccc1NC(=O)c1cc[n+](C)cc1	-11.5%	-8.9%	1.4%	?	5.4%	12.7%
Cc1ccc(-n2c(SCC(=O)Nc3cc(S(=O)(=O)N4CCOCC4)ccc3Cl)nc3ccccc3c2=O)cc1	-10.1%	-13.0%	2.1%	2.94µM*	10.4µM*	-13.4%
Cc1cc(CCCCCCCCc2cc(C)cc(=O)o2)oc(=O)c1	-3.3%	-11.9%	-2.1%	?	-5.9%	-27.9%
COc1ccc(NC(=S)N2CCC(NC(=O)c3cccc(F)c3)CC2)cc1	-5.1%	-9.4%	-3.1%	23.6%	6.6%	12.0%
CCOC(=O)c1cnc(-n2nc(C)cc2C)nc1NNc1cc(C)nc(-c2ccccc2)n1	-0.6%	3.1%	2.8%	?	3.29µM*	?
Nc1nnnn1/N=C/c1cccc(Oc2ccccc2)c1	-21.0%	3.0%	-2.4%	7.38µM*	42.4%[activator]	2.9%
Nc1ccccc1C(=O)Nc1ccc(Cl)cc1Cl	-0.2%	2.0%	3.8%	66.2%[activator]	46.5%[activator]	-9.8%
Cc1ccc(C(=O)NC23CC4CC(CC(C4)C2)C3)c(Cl)c1	-17.6%	3.2%	5.4%	?	2.8%	-9.2%
COc1ccc(CCN2C(=O)c3[nH]nc(-c4ccccc4O)c3C2c2cccc(O)c2)cc1OC (centres undefined)	8.9%	0.3%	5.0%	13.1µM*	10.4µM*	?
Cc1ccc(S(=O)(=O)Cn2nnnc2CN(Cc2ccco2)CC2CCCO2)cc1 (centres undefined)	28.2µM*	3.8%	3.9%	4.15µM*	?	11.7%&-0.2%
O=c1c(Cl)cc(Cl)nn1-c1ccccc1	?	2.8%	-2.9%	-27.3%	-6.9%	?
